# TGFb SMAD3 inh: TGF-b pathway inhibition; 1.2% of 410,000 active; HepG2 CAGA-GFP TGF-b/SMAD3 reporter, GFP fluorescence, 18 h; TGF-beta stimulated, 500 pg/mL final; Potency, µM (highest dose often 46.1 µM), without a hit: at the highest dose activity, negative = inhibition, hits mostly inhibitors; also: potency is read from the fitted curve at half-maximal effect; % is scaled to controls: 0 for no effect and ±100 for the full control effect; nearly all actives have a fitted effect of over 65% in size
#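 Using HEPG2 CAGA-GFP reporter cells at 1000 cells/well, we pinned test compounds, stimulated with recombinant TGF-beta (500 pg/mL final) and measured total well GFP after 18 h.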
# EPAC2 ag: agonists of human EPAC2 (RAPGEF4); 0.079% of 360,000 active; Potency, µM (doses to about 154 µM), for inactives: top-dose activation, hits mostly activators; EPAC2 activation, biochemical qHTS; response scale: 100% = 6.5 mM cAMP response; Q8WZA2; AID 720711; also: potency is read from the fitted curve at half-maximal effect; nearly all actives have a fitted effect of over 50% in size
# Target sequence (Q8WZA2 whole entry, looked up): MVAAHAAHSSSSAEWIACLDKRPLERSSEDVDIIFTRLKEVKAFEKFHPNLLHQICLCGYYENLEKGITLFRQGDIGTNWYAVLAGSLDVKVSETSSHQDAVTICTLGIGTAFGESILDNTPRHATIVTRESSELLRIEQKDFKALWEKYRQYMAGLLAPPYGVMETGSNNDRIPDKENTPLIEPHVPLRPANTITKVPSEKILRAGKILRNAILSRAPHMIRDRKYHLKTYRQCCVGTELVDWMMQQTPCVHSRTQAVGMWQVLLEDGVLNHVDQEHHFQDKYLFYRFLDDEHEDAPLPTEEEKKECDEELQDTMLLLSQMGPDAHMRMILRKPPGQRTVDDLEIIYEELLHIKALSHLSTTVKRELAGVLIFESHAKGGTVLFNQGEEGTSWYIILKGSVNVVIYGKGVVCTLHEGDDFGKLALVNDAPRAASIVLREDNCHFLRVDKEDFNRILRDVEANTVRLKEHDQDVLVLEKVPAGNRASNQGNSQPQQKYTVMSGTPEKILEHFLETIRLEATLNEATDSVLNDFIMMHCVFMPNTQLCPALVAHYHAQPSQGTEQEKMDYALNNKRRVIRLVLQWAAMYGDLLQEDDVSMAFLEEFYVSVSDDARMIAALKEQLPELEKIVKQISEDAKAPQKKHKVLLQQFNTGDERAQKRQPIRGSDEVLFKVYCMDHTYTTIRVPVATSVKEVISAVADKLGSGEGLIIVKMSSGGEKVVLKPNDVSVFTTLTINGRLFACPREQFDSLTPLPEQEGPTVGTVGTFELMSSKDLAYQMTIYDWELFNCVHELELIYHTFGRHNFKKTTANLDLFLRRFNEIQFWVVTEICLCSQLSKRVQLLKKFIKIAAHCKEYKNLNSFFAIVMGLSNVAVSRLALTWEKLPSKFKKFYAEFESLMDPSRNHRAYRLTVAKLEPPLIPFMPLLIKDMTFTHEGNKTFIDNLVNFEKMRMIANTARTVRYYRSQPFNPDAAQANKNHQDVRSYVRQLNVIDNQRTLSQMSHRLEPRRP
#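 Fluorescence exchange assay: 100 nM EPAC2 with 250 nM RAP1B-BODIPY-GDP and 50 uM GDP; compounds tested as a concentration-titration series (qHTS). Loss of Rap1-bound BODIPY-GDP fluorescence read at 480/540 nm; data normalized to 6.5 mM cAMP.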
# pAkt inh: Akt phosphorylation inhibition; 0.32% of 360,000 active; activity change, % for hits at 50 µM; Neuro2A IGF-stimulated pAkt S473 HTRF, 20 min; stronger effect = lower value; in the data active = activity change below about -80%; inconclusive = mostly about -51% to -80%; also: % is scaled to controls: 0 for no effect and ±100 for the full control effect
#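 Single-point screen (50 µM final compound) in Neuro2A cells stimulated 20 min with 6 nM IGF at 37 deg C. After lysis, Ser473-phosphorylated Akt read by HTRF (ex 330 nm, em 615/665 nm) as the 665/615 ratio.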
# EPAC2 antagonist: antagonists of human EPAC2; Potency, µM (doses to about 114 µM), for the others: top-dose activity, negative = inhibition, usual class: inhibitors; 0.18% of 360,000 active; EPAC2 GEF exchange of Rap1B-BODIPY-GDP, fluorescence; Q8WZA2; also: potency is read from the fitted curve at half-maximal effect; % is scaled to controls: 0 for no effect and ±100 for the full control effect; nearly all actives have a fitted effect of over 45% in size; many of its hits are not listed in these tables
# MmCpn inh: blocks the Methanococcus maripaludis chaperonin Mm-Cpn; purified Mm-Cpn ATPase, ADP Transcreener TR-FRET; Potency, µM (highest dose often 76.9 µM), for inactives: at the top dose activity, negative = inhibition, usual class: inhibitors; 0.031% of 330,000 active; AID 504842; also: potency is read from the fitted curve at half-maximal effect; % is scaled to controls: 0 for no effect and ±100 for the full control effect; nearly all actives have a fitted effect of over 80% in size
#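 ATPase turnover read by TR-FRET ADP competition (Eu cryptate antibody/ADP-d2, 665/590 nm): 10uM ATP final, 25nM Mm-CPN final, 30 min 37degC after 10-min compound preincubation, pH 7.4 Tris/KCl/MgCl2/DTT buffer.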
# A549 viability: A549 cytotoxicity, counter-screen for Nrf2 inhibitors; A549 ARE-Fluc cells, CellTiter-Fluor viability, 18-24 h; Potency, µM (series often up to 46 µM), for inactives: at the highest dose activity change, negative = cytotoxicity, most hits filed as inhibitors; 0.16% of 390,000 active; AID 504648; also: potency is read from the fitted curve at half-maximal effect; % is scaled to controls: 0 for no effect and ±100 for the full control effect
#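 A549 ARE-Fluc cells in 5% FBS OPTI-MEM, 5000 cells/well, rested 2 h then exposed to compounds in concentration-response for 18-24 h at 37 °C. Viability by CellTiter-Fluor fluorescence (Ex 405/Em 525) after 30 min; luciferase luminescence (BugLite, 15 min, RT) read afterwards.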
# CCT chaperon mod: modulators of cytosolic chaperonin (CCT/TRiC) activity | purified chaperonin ATPase assay, HTRF ADP detection, 30 min | 0.3% of 360,000 active | activity change, % (test concentration not listed), hits read low; in the data active = activity change below about -30%; also: % is scaled to controls: 0 for no effect and ±100 for the full control effect
#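 TRiC at 40 or 20 nM final (batch-dependent) in 30 mM Tris pH 7.4, 100 mM KCl, 5 mM MgCl2, 1 mM DTT, with compound at single 76 uM and 10 uM ATP, 30 min at 37 deg C. ADP detected by HTRF Transcreener, 665/615 ratio.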
# Nrf2 inh: inhibitors of Nrf2 signaling; A549 ARE-Fluc reporter, luciferase luminescence, 18-24 h; Potency, µM (series often up to 46 µM), for inactives: at the highest dose activity change, negative = inhibition, usual class: inhibitors; 2.1% of 360,000 active; AID 504444; also: potency is read from the fitted curve at half-maximal effect; % is scaled to controls: 0 for no effect and ±100 for the full control effect; nearly all actives have a fitted effect of over 60% in size
#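 Two sequential reads on A549 ARE_Fluc cells exposed to compound for 18-24 h: a CellTiter-Fluor fluorescence read for viability, then a luciferase luminescence read for Nrf2/ARE activity.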
# Nrf2 activator: Nrf2 pathway activation. 0.31% of 410,000 active. AID 624171. AREc32 ARE-luciferase reporter (MCF7-derived line), luminescence, 24 h. Potency, µM (highest dose often 46.1 µM), for inactives: top-dose activation, actives largely listed as activators; also: potency is read from the fitted curve at half-maximal effect; % of control where 0% means no effect; nearly all actives have a fitted effect of over 65% in size
#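 Luciferase luminescence (Steady-Glo, 30 min at room temperature) served as the read-out of ARE activation in AREc32 cells treated with compounds for 24 hr at 37 deg C.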
# Numbers without * were called inactive; i = inactive; ? = inconclusive; / = no result given; [ ] = another dose, or the depositor's remark. Unless noted, calls follow the shape of the dose curve; as a rule, active = well fitted curve in the direction sought with a large enough effect; inconclusive = small, poorly fitted or top-dose-only effect, or another doubt; inactive = no such curve, though single readings can be large; an effect the other way counts as inactive or inconclusive.
# Order of results – TGFb SMAD3 inh, EPAC2 ag, pAkt inh, EPAC2 antagonist, MmCpn inh, A549 viability, CCT chaperon mod, Nrf2 inh, Nrf2 activator
> COc1ccc(N2CC(C(=O)O)CC2=O)cc1 (centres undefined)
→ 5%, -1%, i, -1%, -3%, -10%[1.84 µM], 1.6, 5%, -0.6%
> CCCCn1c(N)c(N(CC(C)C)C(=O)c2ccc(N3C(=O)CCC3=O)cc2)c(=O)[nH]c1=O
→ 14%, 4%, i, 5%, 1%, 0%, 1.4, 1%, 2.5%
> CCCCC(Sc1nc(N)c(NC(=O)c2ccc(OC)cc2)c(=O)[nH]1)C(=O)O (centres undefined)
→ -10%, 7%, i, -1%, -1%, 8%, -0.1, 2%, -0.6%
> Cc1ccc(C(C)C)c(OCCSc2nc(-c3cccs3)nc3cc(=O)[nH]n23)c1
→ -30%, /, /, /, /, 4%, /, -4%, 2.8%
> CCCC(=O)Nc1ccc(-c2csc(NNC(C)=O)n2)cc1
→ 4%, 8%, i, 0%, ?, 3%, 0.2, 18%, -0.4%
> CC(C)N(Cc1ccccc1)C(=O)CN1c2cccc3cccc(c23)S1(=O)=O
→ 1%, 1%, i, -4%, -2%, 3%, -1.4, -3%, -0.1%
> CCN(CC)c1ccc2cc(C(=O)O)c(=O)oc2c1
→ 3%, 8%, i, -7%, -3%, 10%, -0.5, 2%, 1.3%
> C[C@H](CO)N1C[C@H](C)[C@@H](CN(C)Cc2ccc(Cl)c(Cl)c2)Oc2c(NS(=O)(=O)c3ccc(F)cc3)cccc2C1=O
→ ?, 6%, i, -20%, -1%, -19%, 0.9, ?, 1.0%
> O=C1c2ccccc2C2(c3ccccc3)NCCCN12 (centres undefined)
→ 3%, 2%, i, 5%, 3%, 0%, 0.8, 0%, -0.2%
> Cc1ccc(S(=O)(=O)C2(C(=O)Nc3ccc(Cl)c(C(F)(F)F)c3)CC2)cc1
→ 11µM*, /, /, /, /, 4%, /, -16%, 7.7%
> COc1ccc(CN(C)c2ccc(S(=O)(=O)N3CCN(C)CC3)cc2[N+](=O)[O-])cc1OC
→ -20%, 6%, i, 0%, -1%, -3%, -2.2, 1.3µM*, -0.5%
> COC(=O)Cn1c(=NC(=O)c2ccc(Cl)s2)sc2cc(F)ccc21
→ -23%, 11%, i, -13%, -17%, -4%, -3.7, -28%, 5.2%
> CCOc1ccccc1NC(=O)C1CC(=O)n2ncnc2N1 (centres undefined)
→ 1%, 0%, i, 5%, 1%, -14%, 1.1, -2%, -0.8%
> O=C(Nc1ccccc1)C1=C[C@H](c2coc3ccccc3c2=O)C[C@H](OCCCCO)O1
→ -52%, ?, i, -13%, /, -1%, -1.7, -12%, 0.2%
> O=[N+]([O-])c1ccc(Oc2ccc(-c3cnc4ccccc4n3)cc2[N+](=O)[O-])cc1
→ 1%, 6%, i, 16%, 4%, -2%, -0.3, 14%, 7.1%
> CCCN(CCC)C(C(=O)Nc1cccc(OC)c1)c1ccccc1 (centres undefined)
→ 2%, 6%, i, -5%, 1%, -9%, 0.4, -22%, 7.9%
> COc1ccc(C2(C)NC(=O)N(CC3CCCCC3)C2=O)cc1 (centres undefined)
→ -2%, 10%, i, -18%, 1%, 1%, 0.5, -10%, -0.6%
> CC(C(=O)NC1=NCCS1)N1C(=O)c2ccccc2C1=O (centres undefined)
→ -2%, 2%, i, -2%, 0%, /, 0.3, 12%, 0.3%
> COc1ccc(SCC(=O)c2cc(C)c(OC(=S)N(C)C)c(C)c2)cc1
→ -3%, 0%, i, 14%, -1%, -11%, 0.4, -12%, 0.6%
> NC(=O)COC(=O)c1ccccc1OCc1ccccc1Cl
→ -4%, 5%, i, -2%, 1%, 8%, -1.0, 6%, 0.1%
> CCOC(=O)C1CCCN(CCC(=O)Nc2ccc(C)c(C)c2)C1 (centres undefined)
→ 4%, 6%, i, -6%, 1%, -4%, 0.0, 15%, 4.1%
> Clc1ccc(Cl)c(OCCCCNCc2ccccc2)c1
→ ?, -5%, i, -16%, 1%, 16%, 1.0, 1%, 5.9%
> Cc1ccccc1NC(=S)N(CCCN1CCOCC1)Cc1cccnc1
→ 2%, 5%, i, -4%, -13%, 4%, -2.5, 9%, 0.1%
> CC(=O)c1cccc(NC(=S)NC(=O)c2cccc(Cl)c2)c1
→ -13%, 26%, i, -1%, ?, 5%, -3.1, 19%, 12%
> O=[N+]([O-])c1ccc(O)c(C2=NNC(c3ccccc3F)C2)c1 (centres undefined)
→ 13µM*, 10%, i, 0%, -7%, 1%, -5.8, 6%, ?
> CCOc1cc(N2CCOCC2)c(OCC)cc1NC(=O)COC(=O)c1cc(C)oc1C
→ -7%, -6%, i, -4%, 0%, 0%, -0.8, 10%, 0.2%
> O=S(=O)(NCc1ccccc1)NCc1cccc(C(F)(F)F)c1
→ -12%, 5%, i, 2%, -1%, -2%, 1.4, 21%, 0.0%
> COc1ccccc1NC(=O)CSc1nnc(Cn2nnc(-c3ccccc3)n2)n1-c1ccccc1
→ 2%, 24%, i, -8%, -13%, -8%, -0.3, ?, -0.7%
> Cc1nnc(SCC(=O)Nc2cc(C(F)(F)F)ccc2Cl)n1C
→ 2%, 4%, i, -10%, 3%, 2%, -0.6, -12%, 0.4%
> Cc1ccccc1CN1CCC(Oc2ccc(C(=O)N3CCCC3)cc2)CC1
→ 6%, -4%, i, 8%, 1%, -12%, -1.8, 5%, 0.0%
> Cc1ccc(S(=O)(=O)N(C)CC(=O)N2CC(C)OC(C)C2)cc1 (centres undefined)
→ -10%, -4%, i, 0%, 1%, -2%, -1.8, 5%, -0.4%
> COc1ccc(C(C(=O)NC2CCCCC2)N(C(=O)CCl)c2ccccc2Cl)cc1 (centres undefined)
→ 6%, 2%, i, -10%, 0%, 3%, -0.9, -14%, -0.2%
> Cc1cc(C(=O)NC2CC(C)(C)Cc3c2cnn3-c2ccc(F)cc2)nn1C (centres undefined)
→ -3%, 1%, i, -1%, 2%, -5%, -0.5, -3%, 1.5%
> CCS(=O)(=O)c1c(S(=O)(=O)CC)c2ccccn2c1C(N)=O
→ -10%, 0%, i, 1%, 1%, 0%, -1.4, 3%, 2.1%
> CN1CCN(NC(=O)CC(C)(C)C)CC1
→ 8%, -7%, i, 1%, -2%, 2%, -4.0, -1%, -0.4%
> Cc1ccc(NC(=O)CSc2nnc(C3CC3)n2CC2CCCO2)cc1C (centres undefined)
→ -1%, 3%, i, 15%, 1%, -1%, -0.6, 0%, -0.5%
> CC1CCN(S(=O)(=O)N2CCN(C(=O)c3ccc4c(c3)OCO4)CC2)CC1
→ 7%, 27%, i, 17%, -4%, 2%, 0.9, 0%, -0.5%
> O=C(Nc1cccnc1)c1noc2c1CCCCC2
→ 2%, 7%, i, -3%, 0%, -6%, 1.7, ?, -0.9%
> COc1ccc(CCN2C(=O)C3CC=C(C)CC3C2=O)cc1OC (centres undefined)
→ -18%, 2%, i, 13%, 0%, -11%, 2.2, -10%, -0.3%
> NC(=O)c1ccc(NC(=O)CC23CC4CC(CC(Br)(C4)C2)C3)cc1
→ 3%, 11%, i, -13%, 0%, 1%, -1.1, 7%, -0.1%
> O=c1[nH]c(=S)[nH]c2c1C(c1ccc(F)cc1)OC(CCC(F)(F)F)C2 (centres undefined)
→ ?, 3%, i, 7%, /, /, 0.0, /, -0.3%
> Cc1ccc2[nH]c(C)cc(=S)c2c1
→ -13%, -5%, i, 5%, -23%, -12%, 1.6, -15%, 3.3%
> Cc1cccc(C2=N/C(=C/c3cccs3)C(=O)O2)c1
→ 4%, 8%, i, 3%[57.1 µM], 1%, 14%, 0.1, 12%, 8.1%
> Cc1csc(SC(C)C(=O)Nc2ccc(F)cc2Cl)n1 (centres undefined)
→ -24%, 9%, i, 4%, 2%, 11%, 0.9, 4%, 0.2%
> CC(SC(C)C(=O)NN=Cc1c[nH]c2ccccc12)C(=O)NN=Cc1c[nH]c2ccccc12 (centres undefined)
→ 10%, -4%, i, 14%, /, -4%, -1.1, 0%, 0.4%
> COc1ccc(NC(=S)Nc2ccc(S(=O)(=O)N3CCCCC3)cc2)cc1
→ -2%, 10%, i, -13%, /, /, 1.0, /, -0.5%

# An excerpt from above in order of molecular weight, low to high:
# Order of results – TGFb SMAD3 inh, EPAC2 ag, pAkt inh, EPAC2 antagonist, MmCpn inh, A549 viability, CCT chaperon mod, Nrf2 inh, Nrf2 activator
> Cc1ccc2[nH]c(C)cc(=S)c2c1
→ -13%, -5%, i, 5%, -23%, -12%, 1.6, -15%, 3.3%
> O=C(Nc1cccnc1)c1noc2c1CCCCC2
→ 2%, 7%, i, -3%, 0%, -6%, 1.7, ?, -0.9%
> Cc1ccc(S(=O)(=O)N(C)CC(=O)N2CC(C)OC(C)C2)cc1 (centres undefined)
→ -10%, -4%, i, 0%, 1%, -2%, -1.8, 5%, -0.4%
> O=c1[nH]c(=S)[nH]c2c1C(c1ccc(F)cc1)OC(CCC(F)(F)F)C2 (centres undefined)
→ ?, 3%, i, 7%, /, /, 0.0, /, -0.3%
> Cc1cc(C(=O)NC2CC(C)(C)Cc3c2cnn3-c2ccc(F)cc2)nn1C (centres undefined)
→ -3%, 1%, i, -1%, 2%, -5%, -0.5, -3%, 1.5%
> Cc1ccc(NC(=O)CSc2nnc(C3CC3)n2CC2CCCO2)cc1C (centres undefined)
→ -1%, 3%, i, 15%, 1%, -1%, -0.6, 0%, -0.5%
> NC(=O)c1ccc(NC(=O)CC23CC4CC(CC(Br)(C4)C2)C3)cc1
→ 3%, 11%, i, -13%, 0%, 1%, -1.1, 7%, -0.1%
> COc1ccc(C(C(=O)NC2CCCCC2)N(C(=O)CCl)c2ccccc2Cl)cc1 (centres undefined)
→ 6%, 2%, i, -10%, 0%, 3%, -0.9, -14%, -0.2%

# High-throughput results from PubChem.

# An excerpt; the hit share may differ from the screen's.
